KDM5B inhibitor: blocks human KDM5B histone demethylase activity | Q9UGL1 | KDM5B demethylase, FDH-coupled NADH fluorescence (FDH is formaldehyde dehydrogenase) | Potency, µM (doses to about 57.7 µM), inactives show at the top dose activity change, negative = inhibition, most hits filed as inhibitors | actives 2.6% (n = 220,000) | AID 1347165; active = well fitted inhibition curve with a large enough effect; inconclusive = small, poorly fitted or top-dose-only effect; inactive = no such curve, though single readings can be large or run the other way; also: 0% is about no effect; nearly all actives have a fitted effect of over 70% in size
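Inhibition is measured as reduced NADH fluorescence generation from FDH coupling to formaldehyde release. Truncated KDM5BΔAP at 200 nM final acts on H3K4me3 peptide (12.5 µM in substrate mix) in pH 7.5 HEPES buffer with Tween-20, 30 min, room temperature.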
Numbers without * were called inactive; ? = inconclusive; [ ] = remark or other dose. Potency is read from the fitted curve at half-maximal effect. Some of the compounds tested (hit frequency here may not be typical).

SMILES	KDM5B inhibitor
Cc1cc(C(=O)NC2CC2)c2c(C3CCNC3)noc2n1 (stereo not given)	?
Cc1noc(C)c1CCC(=O)NC1CCc2nnc(C)n2CC1 (stereo not given)	-5%
Cc1c(NC(=O)C2CCN(S(=O)(=O)Cc3ccccc3)CC2)c(=O)n(-c2ccccc2)n1C	-5%
CCCCN(CC)CCNC(=O)c1c(C)oc2ncnc(N3CCOCC3)c12	-10%
CCOc1ccc(CNC(=O)c2cc3oc4ccccc4c3n2C)cc1	?
O=C(NC(C(=O)N1CCCC1)C1CCN(C(=O)Cc2ccccc2)CC1)c1ccccc1 (stereo not given)	-1%
COCCNC(=O)c1c(NC(=O)c2cc(=O)c3cc(C)cc(C)c3o2)sc2c1CCCC2	2%
COc1ccc(N2CC(C(=O)N3CCN(C(=O)c4ccco4)CC3)CC2=O)cc1 (stereo not given)	-4%
C=CCc1ccc(OCCOc2cccc(OC)c2)c(OC)c1	-3%
COc1cc(C(c2c(C)[nH][nH]c2=O)c2c(C)[nH][nH]c2=O)ccc1OCc1ccccc1Cl	?
NCc1ccc(-c2ccc(O)cc2)cc1	?
CCCCOc1ccc(-c2nc(C3CC(=O)N(C4CCCCC4)C3)no2)cc1 (stereo not given)	?
CC(=O)N1CCCc2cc(S(=O)(=O)N3CCN(c4cccc(C(F)(F)F)c4)CC3)ccc21	22%
Cc1cccc(NC(=O)CSc2nc(-c3ccco3)cc(C(F)(F)F)n2)c1C	-5%
CCc1nc2sc(C(C)=O)c(N)c2cc1C	?
CCOc1ccc(N/C(N)=N/c2nc(CSc3nnc(C)s3)cc(=O)[nH]2)cc1	30%
CC1CCN(C(=O)CN2C(=O)NC(c3ccccc3)C3=C2COC3=O)CC1 (stereo not given)	3%
O=C1NCCCCCCN(Cc2ccncc2)[C@@H]2CN(C(=O)C3(c4ccccc4)CC3)CC[C@@H]12	?
CCOc1ccc(CCNC(=O)c2ccc3c(c2)N(Cc2cccc(Cl)c2)C(=O)c2ccccc2S3(=O)=O)cc1OCC	-18%
O=C(COc1ccccc1F)Nc1nc(-c2ccc(S(=O)(=O)N3CCOCC3)cc2)cs1	-2%
CCOc1ccc(NC(=O)CN2C(C(=O)OC)=C(c3ccccc3)c3cc(Cl)ccc3S2(=O)=O)cc1	-14%
CCn1cc(S(=O)(=O)N2CCCCCCN(C)C(=O)[C@@H]3CCC[C@@H]32)cn1	-17%
O=C(Nc1cccc(C(F)(F)F)c1)N[C@H]1CO[C@H]2[C@@H]1OC[C@H]2OC(=O)Nc1ccccc1	-6%
CC1CN(C(=O)CSc2nnc(-c3cccs3)n2N)CC(C)O1 (stereo not given)	-1%
COc1ccc(-c2nc(C)nc3c2CN(C(=O)c2ccc4c(c2)OCO4)CC3)cc1	?
COc1cccc(-c2nc(SCC(=O)Nc3ccc4c(c3)OCCO4)c(-c3ccc(C)cc3)[nH]2)c1	6%
CCOc1ccccc1C(=O)Nc1ccc2c(c1)N(C)C(=O)c1ccccc1S2	-14%
O=C(/C=C/c1cccs1)OC1CCCCC1=O (stereo not given)	10%
COc1ccc(-c2ccnc(N[C@H]3CO[C@H]4[C@@H]3OC[C@@H]4NC(=O)Nc3cccc(C#N)c3)n2)cc1	25µM*
COc1cc(C(=O)NCc2nc(C)cs2)ccc1OC1CCN(C(C)=O)CC1	24%
CC(C)c1noc(C2CCCN(C(=O)c3ccc4cccc(F)c4n3)C2)n1 (stereo not given)	-18%
COc1ccc(-c2noc(-c3cccc(NC(=O)C4CC(=O)N(c5ccc(OC)cc5)C4)c3)n2)cc1 (stereo not given)	3%
O=C(Cc1ccc2c(c1)OCC2)Nc1ccc2c(c1)C(=O)N1CCC[C@H]1C(=O)N2	-24%
CC(=O)NC[C@H]1O[C@@H](CC(=O)N(C)Cc2ccccc2)[C@H](O)[C@@H]1O	0%[86.2 µM]
C#CCNC(=O)[C@H]1O[C@H](CCN2CCN(Cc3ccccc3)CC2)CC[C@@H]1O	-28%[86.2 µM]
COc1ccccc1N1CCN(CCCNC(=O)c2nnc(Cc3c(F)cccc3Cl)o2)CC1	-15%
CC(C)NC(=O)c1nc(C(C)(C)C)c2cnccn12	126µM*
Cc1ccc2c(c1)c1c(c(=O)n(-c3cccc(Cl)c3)c(=O)n1CC(N)=O)n2C	?
Cc1ccc(CNC(=O)CS(=O)(=O)c2cccc3nsnc23)cc1	-24%
CCCCNc1nc2c(c(=O)n(C)c(=O)n2C)n1Cc1ccc(Br)cc1	17%
Cc1ccc2c(=O)cc(C(=O)Nc3ccc(S(=O)(=O)Nc4ncccn4)cc3)oc2c1C	-8%
COC(=O)C[C@@H]1CCN(C(=O)COc2ccccc2)C[C@@H]1CC1=NCCc2cc(OC)c(OC)cc21	25µM*
CCC(C(=O)NC1CCN(c2cnn(C)c(=O)c2)CC1)c1ccccc1 (stereo not given)	-6%
CCCc1ccc(S(=O)(=O)N2CCC(Oc3ccc(-n4cnnn4)cc3)CC2)cc1	3%
O=C(NCc1nnc2ccc(-c3ccc(Cl)cc3)nn12)c1cc(F)ccc1Cl	16µM*
N#CC1=C(N)N(c2cccc(Cl)c2)C2=C(C(=O)CCC2)C1c1cc(CN2CCOCC2)cs1 (stereo not given)	2%
O=C(NCCn1ccnc1-c1cc2n(n1)CCCNC2)c1ccncc1	?
COc1ccc(C(=O)N[C@H]2[C@H](O)[C@H](O)C[C@@H]2c2ccc(C(F)(F)F)cc2)cc1OC	-8%[86.2 µM]
Cc1cccc(NC(=O)CC2(C(=O)O)CCCCC2)c1	20%
N#Cc1cccc(NC(=S)NCCc2ccccc2)c1	-4%
O=C1CCCC2=C1C(c1ccccc1)c1c([nH]n(-c3ccccc3)c1=O)N2 (stereo not given)	0%
O=C(CN1C(=O)NC2(CCCCC2)C1=O)Nc1ccc(F)c(Cl)c1	-13%
CCCn1c2ccc(F)cc2c2nnc(SCCN3CCCCC3)nc21	?
CC(C)(C)c1ccc(NC(=O)c2ccsc2)cc1	8%
CC(C)NC(=O)c1ccc(-n2nc(Sc3ccc(Cl)cc3)ccc2=O)cc1	-15%
CCC(Sc1nc2nccnc2c(=O)n1Cc1ccc(F)cc1)C(=O)NC1CCCCC1 (stereo not given)	-6%
CCc1nc2c(c(-c3ccc(Cl)cc3)n1)CCN(Cc1cccnc1)CC2	-12%
COCCn1ncc(N2CCCC(CC(=O)NCc3ccncc3)C2)cc1=O (stereo not given)	-18%
COc1ccccc1CN1CC[C@H](c2nc3ccc(C(F)(F)F)cc3[nH]2)C1	?
CCOc1ccc(S(=O)(=O)N(CC(=O)NCCSc2ccc(C)cc2)c2ccccc2)cc1	-24%
(list continues)
SMILES	KDM5B inhibitor
Cc1onc(-c2ccc(Cl)cc2Cl)c1C(=O)/C=C/N(C)C	5%
CCOc1ccc(NC(=O)c2cn3c4c(ccc(Cl)c4c2=O)OC(C)C3)cc1 (stereo not given)	-20%
Cc1cc(C[C@@H]2COC[C@@H]2NC(=O)c2ccc(-n3cnnc3)cc2)on1	3%
O=C(c1ccccn1)N1CCC(N2CCOC2=O)CC1	10%[149 µM]
Cc1cc(SCC(=O)NC2(C)CCS(=O)(=O)C2)nc2c(C)cccc12 (stereo not given)	3%
CCc1ccc(-c2nc3cc(NC(=O)c4cccc(OC)c4)ccc3o2)cc1	?
CC(C)N(Cc1ccccc1)C(=O)COC(=O)c1ccc(F)cc1F	-6%
CCn1c2c(c(=O)n1Cc1ccccc1)CCN(Cc1cncc(OC)c1)C2	?
CCN(CC)c1cc(C)c2cc(NC(=O)c3cccc(OC)c3)ccc2n1	?
CC(C)(C)c1ccc(-c2cc(C[C@H]3CNCC[C@H]3CC(=O)Nc3ccccc3)no2)cc1	-17%[86.2 µM]
CN(C)c1ncnc2sc3c(c12)CCN(Cc1ccccc1)C3	?
Cc1ccccc1CC(=O)NC12CC3CC(CC(C3)C1)C2	21%
COC(=O)CCNC(=O)c1ccc(COC(C)=O)cc1	25%
Cc1ccc(CNC(=O)CCCCCn2c(=O)c3sccc3n(CC(=O)Nc3ccc(C)c(F)c3)c2=O)cc1	9%
CCOc1ccc2c(c1)cc(C(=O)NCc1cccc(OC)c1)n2C	2%
O=C(Nc1ccc(C2(C(=O)N3CCN(c4ccccn4)CC3)CCC2)cc1)C1CC1	18µM*
COc1ccc(NC(=O)Cc2c(C)[nH]n(-c3nc(-c4ccc(Cl)cc4)cs3)c2=O)cc1	8%
COc1ccccc1N1CCN(C(=O)CC2NC(=O)NC2=O)CC1=O (stereo not given)	-8%
Cc1cccc(-n2ncc(C(=O)N3CCN(c4ccc(Cl)cc4)CC3)c2C2CCN(C(=O)OC(C)(C)C)CC2)c1	-13%
Cc1cc(=O)oc2cc(OCc3ccccc3)ccc12	?
CCCNC(=O)CSc1ccc2ccccc2n1	-16%
O=c1cc(CSc2ccccc2NS(=O)(=O)c2ccc(F)cc2)nc2ccc(Cl)cn12	-2%
Cc1nn(CC(=O)Nc2nc3ccccc3s2)c(=O)c2ccccc12	9%
CS(=O)(=O)Nc1ccc(-c2csc(N3CCCCC3)n2)cc1	-7%
Cc1oc(-c2ccccc2)nc1CSCC(=O)Nc1ccccc1C(F)(F)F	-8%
COc1ccc(-c2cc(N3CCCN(C(=O)Cc4ccccc4Cl)CC3)n[nH]2)cc1	?
COC(=O)CNC(=O)N1CCN(S(=O)(=O)c2ccc3c(ccn3C)c2)CC1	-45%
Cc1ccc(CNC(=O)CCC(=O)N2CCSc3nc(C)cc(C)c32)cc1	24%
COc1cc(NC(=O)C2=C(C)OCCS2)c(Cl)cc1C(=O)NCc1ccc2c(c1)OCO2	-8%
Cc1sc2ccn(C)c(=O)c2c1C(=O)NC1CCN(Cc2ccccc2)CC1	0%

Exported comma-delimited: 18 of the compounds above.
Compound,KDM5B inhibitor
CC(C)(C)c1ccc(-c2cc(C[C@H]3CNCC[C@H]3CC(=O)Nc3ccccc3)no2)cc1,-17%[86.2 µM]
CN(C)c1ncnc2sc3c(c12)CCN(Cc1ccccc1)C3,?
Cc1ccccc1CC(=O)NC12CC3CC(CC(C3)C1)C2,21%
COC(=O)CCNC(=O)c1ccc(COC(C)=O)cc1,25%
Cc1ccc(CNC(=O)CCCCCn2c(=O)c3sccc3n(CC(=O)Nc3ccc(C)c(F)c3)c2=O)cc1,9%
CCOc1ccc2c(c1)cc(C(=O)NCc1cccc(OC)c1)n2C,2%
O=C(Nc1ccc(C2(C(=O)N3CCN(c4ccccn4)CC3)CCC2)cc1)C1CC1,18µM*
COc1ccc(NC(=O)Cc2c(C)[nH]n(-c3nc(-c4ccc(Cl)cc4)cs3)c2=O)cc1,8%
COc1ccccc1N1CCN(C(=O)CC2NC(=O)NC2=O)CC1=O (stereo not given),-8%
Cc1cccc(-n2ncc(C(=O)N3CCN(c4ccc(Cl)cc4)CC3)c2C2CCN(C(=O)OC(C)(C)C)CC2)c1,-13%
Cc1cc(=O)oc2cc(OCc3ccccc3)ccc12,?
CCCNC(=O)CSc1ccc2ccccc2n1,-16%
O=c1cc(CSc2ccccc2NS(=O)(=O)c2ccc(F)cc2)nc2ccc(Cl)cn12,-2%
Cc1nn(CC(=O)Nc2nc3ccccc3s2)c(=O)c2ccccc12,9%
CS(=O)(=O)Nc1ccc(-c2csc(N3CCCCC3)n2)cc1,-7%
Cc1oc(-c2ccccc2)nc1CSCC(=O)Nc1ccccc1C(F)(F)F,-8%
COc1ccc(-c2cc(N3CCCN(C(=O)Cc4ccccc4Cl)CC3)n[nH]2)cc1,?
COC(=O)CNC(=O)N1CCN(S(=O)(=O)c2ccc3c(ccn3C)c2)CC1,-45%

(list continues)
SMILES	KDM5B inhibitor
CCN(CC)c1ccc2cc(-c3nc4sc5c(c4c(=O)[nH]3)CCC(C(C)(C)C)C5)c(=O)oc2c1 (stereo not given)	-16%
CC(N)c1ccc(S(N)(=O)=O)cc1 (stereo not given)	5%
CCN(Cc1cccc(F)c1)C(=O)Cn1cnc2c1c(=O)n(C)c(=O)n2C	-9%
CC1CCc2nn3ccn(CC(=O)Nc4ccc(C(F)(F)F)cc4)c(=O)c3c2C1 (stereo not given)	?
CCCCN1CCN(c2nc(-c3ccccc3)nc3c2CCNC3)CC1=O	-17%
CCn1c(SCC(=O)Nc2ccc(OC)cc2)nc2nc3c(cc2c1=O)CCCC3	-2%
Cc1ccccc1-c1[nH]nc2ncc(-c3cccc(F)c3)nc12	?
Cc1nn(C)c(=O)c(N)c1-c1cc(-c2ccc(Cl)c(Cl)c2)n[nH]1	12%
COc1ccc(Cl)cc1NC(=O)COc1ccccc1Br	?
CSCCNC(=O)Nc1c(-c2c(Cl)cccc2Cl)noc1C	13%
NC(=O)[C@H]1C[C@@H](O)[C@H](O)[C@H]2[C@@H]1SC(=Nc1ccc(Cl)cc1)N2Cc1ccc(F)cc1	2%
COc1ccc(-c2nc(SC(CC(=O)NCc3ccco3)c3ccc(C)cc3)n[nH]2)cc1 (stereo not given)	-8%
O=C(NCc1ccco1)C1CN(S(=O)(=O)c2cccs2)CC12CCCCC2 (stereo not given)	-23%
COCCOC1CN(C2CCN(C(=O)COc3ccc(F)cc3)CC2)C12CCCCC2 (stereo not given)	23%
Cn1ccsc1=NC(=O)c1cccc(OC(F)F)c1	32%
COc1ccc(Nc2cnc3ccc(-c4ccc(F)cc4)nn23)cc1OC	-11%[86.2 µM]
Cc1ccc(Cl)cc1N1CCN(C(=O)c2ccc(CS(=O)(=O)c3ccccc3C)o2)CC1	?
Cc1ccc(CN(C(=O)c2ccco2)c2nc3nc(C)c(Cc4ccccc4)c(=O)n3[nH]2)cc1	21%
CCCn1nc(C(=O)N2CCc3ccccc32)c2ccccc2c1=O	8%
COc1ccc(-c2c(C)c3cc(OS(=O)(=O)c4ccc(Cl)cc4)ccc3oc2=O)cc1	-68%
Cc1ccccc1N(C(=O)c1csnn1)C(C(=O)NC1CCCC1)c1ccncc1 (stereo not given)	22%
O=C(NCCc1ccccc1)NC1CCc2nn(CC3CC3)c(=O)n2CC1 (stereo not given)	12%
